# BoNT-F LC inh: BoNT F light chain protease inhibition | 360,000 compounds, 0.22% hits | inhibition, % at 10 µM | Multiplex microsphere protease cleavage assay, flow cytometry; in the data active means inhibition above about 35%, passing the limit was not always enough; inconclusive means no clear call, values can overlap the other calls; further: plate controls were buffer without enzyme for full effect and enzyme alone for no effect
# BoNT-A LC inh2: blocks Botulinum neurotoxin A light chain protease; multiplex microsphere protease substrate cleavage, flow cytometry; inhibition, % at 10 µM; 360,000 compounds, 0.17% hits; AID 588499; in the data active means inhibition above about 30%; inconclusive means no clear call, values can overlap the other calls; further: plate controls were buffer without enzyme for full effect and enzyme alone for no effect
# CCHFV vOTU inh: blocks the CCHF virus ovarian tumor domain protease; CCHFV vOTU protease, Pep-AMC fluorescence; inhibition, % at 11.5 µM; 370,000 compounds, 0.55% hits; further: 0% = vehicle wells with enzyme and 100% = no enzyme wells
# FadD28 FP inh: inhibitors of Mycobacterium tuberculosis FadD28 bisubstrate binding | FadD28 bisubstrate probe binding, fluorescence polarization | inhibition, % at 12.5 µM | 360,000 compounds, 0.22% hits | AID 588549; in the data active means inhibition above about 8.5%, passing the limit was not always enough; inconclusive means no clear call, values can overlap the other calls
# PrPC TRFRET: cell surface PrPC inhibition, primary TR-FRET screen; P04156; inhibition, % at 13.8 µM; TR-FRET read-out; AID 720596; 370,000 compounds, 0.43% hits; in the data active means inhibition above about 24%; further: 0% = median of the test wells and 100% = reference compound wells
# GDH-TPI inh: counter-screen for M. tuberculosis FBA inhibitors: GDH-TPI coupled enzymes. AID 588335. GDH-TPI coupled enzyme counterscreen, NADH absorbance. inhibition, % at 4.8 µM. 360,000 compounds, 1.2% hits;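 further: 0% = DMSO wells and 100% = wells lacking the enzyme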
# BioA inh: blocks M. tuberculosis BioA enzyme activity. purified M. tuberculosis BioA enzyme, plate reader. inhibition, % at 9.99 µM. 360,000 compounds, 0.096% hits; in the data active means inhibition above about 40%; inconclusive means no clear call, values can overlap the other calls
# FBA Mtb inh: inhibitors of M. tuberculosis fructose-bisphosphate aldolase; P9WQA3; purified M. tuberculosis FBA, fluorescence read-out; inhibition, % at 1 µM; 360,000 compounds, 2.3% hits; AID 588726; in the data active means inhibition above about 27%;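 further: 0% = vehicle and 100% = reference inhibitor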
# Target sequence (P9WQA3 whole entry, looked up): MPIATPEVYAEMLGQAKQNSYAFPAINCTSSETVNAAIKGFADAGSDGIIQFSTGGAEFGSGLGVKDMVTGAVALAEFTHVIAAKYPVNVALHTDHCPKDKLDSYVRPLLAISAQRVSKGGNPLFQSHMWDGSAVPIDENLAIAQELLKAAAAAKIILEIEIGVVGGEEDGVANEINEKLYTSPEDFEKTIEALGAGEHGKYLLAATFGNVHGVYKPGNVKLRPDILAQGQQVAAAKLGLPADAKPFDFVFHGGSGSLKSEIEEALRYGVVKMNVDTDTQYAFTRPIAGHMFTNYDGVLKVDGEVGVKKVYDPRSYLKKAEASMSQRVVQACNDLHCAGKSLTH
# Mtb UGM inh: blocks M. tuberculosis UGM enzyme; purified UGM, fluorescence polarization probe displacement; inhibition, % at 10 µM; 320,000 compounds, 0.06% hits; AID 504406; in the data active means inhibition above about 10%, passing the limit was not always enough; inconclusive means no clear call, values can overlap the other calls
# Target sequence (P9WIQ1 whole entry, looked up): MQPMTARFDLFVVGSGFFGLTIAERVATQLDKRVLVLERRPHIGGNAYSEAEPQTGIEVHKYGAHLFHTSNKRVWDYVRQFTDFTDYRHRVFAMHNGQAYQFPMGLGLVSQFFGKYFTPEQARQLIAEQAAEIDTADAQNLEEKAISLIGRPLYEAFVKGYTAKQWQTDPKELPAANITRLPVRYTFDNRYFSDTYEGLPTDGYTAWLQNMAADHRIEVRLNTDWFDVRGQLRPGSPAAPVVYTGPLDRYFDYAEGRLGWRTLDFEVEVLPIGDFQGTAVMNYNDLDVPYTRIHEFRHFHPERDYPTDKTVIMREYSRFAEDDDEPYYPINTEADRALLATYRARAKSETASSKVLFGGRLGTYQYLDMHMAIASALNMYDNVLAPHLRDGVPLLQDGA
# Numbers without * were called inactive; ? = inconclusive; · = no result given. Unless noted, no stated cut-off is given here; in the data, active means inhibition above about 30%; inactive means the rest. Hits appear at their usual frequency, and some 4.8% of all compounds hit somewhere here.
SMILES,BoNT-F LC inh,BoNT-A LC inh2,CCHFV vOTU inh,FadD28 FP inh,PrPC TRFRET,GDH-TPI inh,BioA inh,FBA Mtb inh,Mtb UGM inh
CCc1nc2cc(C)nn2c2nc3ccccc3n12,-8,-0.4,6,-3.9,4,-14,-0.1,0,6.0
CC(=O)Nc1ccc(-c2csc(Nc3ccc(Cl)cn3)n2)cc1,0,-1.0,-13,-3.1,-5,0,·,-3,-1.0
CN(CC(=O)NC(=O)NC1CCCCC1)Cc1ccccc1,4,0.2,8,-1.6,-7,7,-0.9,-2,1.8
O=C(CSc1nnc(-c2ccncc2)o1)NCc1ccccc1Cl,-1,0.2,-2,-8.1,5,10,·,-1,1.2
COC(C[C@H](O)[C@H](C)[C@H](O)COCc1ccccc1)OC,-2,0.1,0,1.0,1,4,1.0,4,·
CSC1=C(C#N)C(c2ccccc2C)C(C#N)=C(N)N1 (stereo not drawn),-5,?,-8,0.0,5,17,1.3,0,0.5
CC(=O)Nc1ccc(OCCOc2ccc(/C=C3/C(=N)N4C=CSC4=NC3=O)cc2)cc1,-6,0.4,-7,-0.3,4,5,-0.4,-2,2.1
COCCn1c(=NC(=O)C2COc3ccccc3O2)sc2cc(S(N)(=O)=O)ccc21 (stereo not drawn),-4,-0.1,0,-2.1,4,6,·,-1,0.4
CN(C)c1ccc(NC(=O)COC(=O)c2ccc3c(c2)OCO3)cc1,-9,-0.1,13,-1.7,-4,3,·,-2,2.1
N#CCc1ccc(C(=O)c2ccccc2F)s1,-4,1.2,2,-1.8,-8,7,-0.2,2,0.1
CCCCC1=C(C(=O)OCC)C(C(=O)OCC)Oc2ccccc21 (stereo not drawn),-7,-1.0,15,-1.5,-6,6,1.0,-3,·
CC(C)NC(=S)N=Nc1c(O)[nH]c2ccc([N+](=O)[O-])cc12,-5,1.0,-1,-1.4,-16,24,·,-9,0.2
CC(=O)c1sc(N/N=C\c2ccc(Br)cc2)nc1C,-7,0.6,-1,-3.1,-4,15,·,-1,-0.3
CN1OC[C@@H]2CN(Cc3cc(Cl)cc(Cl)c3)[C@H](c3cccc(-c4ccc(C#N)cc4)c3)C[C@@H]21,-5,-0.9,6,-0.4,-7,15,-1.6,1,·
CC(=O)Nc1cccc(-c2cc(C)c3cc4c(cc3n2)OCO4)c1,-21,-1.9,-8,-2.0,5,32*,7.6,14,·

# Complete entries, looked up by structure. Order of screens: BoNT-F LC inh, BoNT-A LC inh2, CCHFV vOTU inh, FadD28 FP inh, PrPC TRFRET, GDH-TPI inh, BioA inh, FBA Mtb inh, Mtb UGM inh
# CN1OC[C@@H]2CN(Cc3cc(Cl)cc(Cl)c3)[C@H](c3cccc(-c4ccc(C#N)cc4)c3)C[C@@H]21 is listed with -5, -0.9, 6, -0.4, -7, 15, -1.6, 1, ·
# CN(CC(=O)NC(=O)NC1CCCCC1)Cc1ccccc1 is listed with 4, 0.2, 8, -1.6, -7, 7, -0.9, -2, 1.8
# COC(C[C@H](O)[C@H](C)[C@H](O)COCc1ccccc1)OC is listed with -2, 0.1, 0, 1.0, 1, 4, 1.0, 4, ·
# CCc1nc2cc(C)nn2c2nc3ccccc3n12 is listed with -8, -0.4, 6, -3.9, 4, -14, -0.1, 0, 6.0

# Carrying on:
SMILES,BoNT-F LC inh,BoNT-A LC inh2,CCHFV vOTU inh,FadD28 FP inh,PrPC TRFRET,GDH-TPI inh,BioA inh,FBA Mtb inh,Mtb UGM inh
N#CCCSCc1ccc(C(=O)O)o1,-5,-0.9,-1,1.1,6,10,-1.0,0,-0.1
Cc1noc(NS(=O)(=O)c2ccc(NC(=O)c3ccc(F)cc3)cc2)c1C,-2,-0.3,-1,-2.4,-1,3,0.1,-5,3.5
Cc1cc(C)c(OCCn2ccnc2)c(C)c1,-15,-2.1,14,0.4,2,3,0.0,2,-2.4
O=C(C1CC(=O)N(c2ccc3c(c2)OCCO3)C1)N1CCN(S(=O)(=O)c2ccccc2F)CC1 (stereo not drawn),-5,0.6,9,-2.2,0,4,10,-3,·
Cc1nn(C)cc1NC(=O)c1cc2nc(-c3ccco3)cc(C(F)(F)F)n2n1,-7,0.7,-4,-1.2,-4,24,·,3,1.8
CC(=O)c1ccc(S(=O)(=O)NCCC(=O)NCCc2c[nH]c3ccccc23)cc1,-18,-0.4,-7,-3.0,1,7,-0.1,-2,-1.3
CCn1c(=O)c(C(=O)NCc2ccc(Cl)cc2)c(O)c2ccccc21,?,0.7,7,-2.7,-4,-1,-1.8,1,-0.6
C/C(=N/NC(=O)c1cccc(N2CCCC2=O)c1)c1ccncc1,-5,-0.7,-6,-1.2,3,-4,·,-2,-0.7
COc1cc(NC(=O)C2CCN(S(=O)(=O)c3ccc4c(c3)CC(C)N4C(C)=O)CC2)cc(OC)c1OC (stereo not drawn),-12,0.5,5,-2.6,4,-3,-0.8,-7,-2.6
CCn1cc(C(=O)N[C@@H](CCSC)C(=O)NCCOC)c(=O)c2cc3c(cc21)OCO3,-18,0.2,18,-3.2,1,10,0.7,5,-2.6
NC(=O)C(=O)N/N=C/c1c[nH]c2ccc(Br)cc12,0,-0.5,-6,-4.8,0,19,·,0,0.1
CCn1c(Cc2ccccc2)nnc1SC(C)C(=O)NC1CC1 (stereo not drawn),-4,1.1,-7,-3.1,-4,-9,-1.7,-2,-0.3
O=S(=O)(NCC(c1cccnc1)N1CCN(c2ccccc2)CC1)c1cccs1 (stereo not drawn),-7,0.4,10,-3.2,-7,-7,·,2,-2.2
CN(N)c1nc(-c2ccccc2)cc(-c2ccccc2)n1,8,6.0,-7,-0.7,13,5,-4.2,2,0.5
COc1cc(S(=O)(=O)N2CC(=O)Nc3ccccc32)ccc1NC(C)=O,7,1.5,-10,-2.6,3,-4,0.1,1,-1.8
CCNc1nc(Cl)nc(N(NC(C)=O)C(C)CC)n1 (stereo not drawn),-18,-0.6,6,-3.0,4,9,-2.3,2,-0.8
O=C(NNC(=O)c1ccc2nonc2c1)Nc1ccc(Cl)cc1,·,·,4,-2.3,-6,0,2.1,11,-1.4
CCc1c(C)sc2nc3c(C(=O)N4CCOCC4)cc(C(=O)c4ccccc4O)cn3c(=O)c12,0,-6.7,10,0.0,1,9,·,-1,-0.2
O=C(C1=C(O)C(=O)N(CCCn2ccnc2)C1c1ccccc1)c1ccco1 (stereo not drawn),2,6.3,·,2.0,·,8,0.0,0,3.6
COc1cccc(Nc2nnc(SCc3cc([N+](=O)[O-])cc4c3OCOC4)s2)c1,7,0.4,0,-1.1,0,24,·,-2,2.8
CC[C@@H](CCC=C(C)C)C(=O)N(Cc1ccccc1)c1ccccc1,-2,-0.4,12,-0.4,-2,7,1.2,2,0.9
CC(=O)Nc1ccc2[nH]c(C)cc(=O)c2c1,-1,-0.2,-5,-1.1,4,7,-1.8,10,-0.9
CCOC(=O)/C=C1\NC(C)(C)Cc2cc(OC)c(O)cc21,-8,0.6,15,3.2,5,21,1.1,5,-1.5
c1csc(-c2csc3nc(CN4CCOCC4)nc(NCc4ccc5c(c4)OCO5)c23)c1,-20,-0.3,-2,-5.9,-10,5,·,1,-0.8
C/C(=N\NC(=O)c1cccnc1)c1c(O)cc(C)oc1=O,2,0.0,-14,-4.8,1,0,2.4,0,1.3
N#Cc1cccc(NC(=O)COC(=O)c2ccc[n+]([O-])c2)c1,7,0.8,3,-4.0,-1,2,1.6,-1,2.5
Cc1cc(C)cc(NC(=O)COC(=O)c2cc(C)oc2C)c1,-4,-1.2,-3,-0.3,-4,0,·,0,0.6
O=C1c2ccccc2C(=O)N1CCOc1cccc(Br)c1,4,-2.3,-1,-4.6,-1,7,-0.7,2,-1.4
CCOc1cc(-c2nc(-c3ccccc3)c(-c3cc([N+](=O)[O-])ccc3C)[nH]2)ccc1O,-3,-0.3,6,4.2,2,16,1.4,-1,-2.2
CCOc1ccccc1CNS(=O)(=O)c1cc(-c2cc(C)no2)ccc1C,-8,-4.6,16,-3.2,8,0,2.2,0,0.4
COc1ccc(C(=O)NCC(C)NC(=O)c2ccc(OC)cc2)cc1 (stereo not drawn),4,0.7,15,-2.1,-4,-9,·,1,-0.1
O=C(Nc1nnc(C2=COCCO2)o1)c1ccc(S(=O)(=O)N2CCCC2)cc1,0,-0.1,-5,0.0,-2,10,·,0,-0.6
O=C(CSc1nc2c(cnn2-c2ccc(F)cc2)c(=O)[nH]1)N1N=C(c2cccs2)CC1c1ccc(F)cc1 (stereo not drawn),6,-0.1,-3,-1.5,-9,0,-2.2,0,·
COc1ccc(Cc2nc3ccc(C(=O)NCC4COCCO4)cc3o2)cc1 (stereo not drawn),3,0.9,17,-1.8,-3,21,-0.6,1,-0.1
N#C/C(=C\c1ccc(O)c(O)c1)C(=O)Nc1ccccc1,7,0.2,22,?,4,17,-0.6,-10,-4.5
S=C(NC1CCCCC1)N1CCN(c2ccccn2)CC1,-2,-0.7,-2,-2.3,0,4,·,0,-0.9
COC(=O)C(NC(=O)c1ccccc1)=C1CCCCC1,-11,-0.2,-1,-5.8,-5,7,-0.3,1,0.9
CC(C)CNC(=O)CSc1nnc2ccccn12,-1,-0.1,-12,-4.4,0,-7,·,-2,-1.3
Cc1ccc(S(=O)(=O)N(CC(=O)N/N=C/c2ccc(F)cc2)c2cccc3cccnc23)cc1,1,0.7,5,-0.2,6,10,-1.8,2,1.3
CCC(C)Nc1nc(-c2c[nH]c3ccccc23)cs1 (stereo not drawn),?,?,1,0.0,-9,8,1.1,6,1.3
COc1cc(OC)c(S(=O)(=O)NCc2cccnc2)cc1NC(C)=O,-4,-0.6,11,-0.8,6,3,0.9,0,0.5
CC(C)=CCc1c(O)cc(O)c2c(=O)c(O[C@@H]3O[C@@H](C)[C@H](O)[C@@H](O)[C@H]3O)c(-c3ccc(O)cc3)oc12,-21,-0.8,·,-14,·,10,1.8,4,-1.4
CC(C)(C)OC(=O)NCCCC[C@H](NC(=O)[C@H](Cc1c[nH]c2ccccc12)NC(=O)OCc1ccccc1)C(=O)O,29,1.8,-6,-0.4,0,0,1.0,-2,1.2
CCN(CC)C(=O)C(=O)c1ccn(-c2c(C)csc2C(=O)OC)c1,3,0.0,-10,-0.5,6,5,0.1,3,2.4
Cc1ccc(OCC(=O)NCC(=O)n2nc(C)cc2C)cc1,-4,0.2,10,-0.7,-4,2,0.6,-3,-1.3
O=C(Nc1c(Cl)cccc1Cl)C1CCC1,-5,-0.3,-18,0.6,2,14,-1.2,5,0.3
COc1cc(/C=N/NC(=O)c2cccc3ccccc23)cc(OC)c1OC,-26,-3.3,14,-2.2,6,5,-2.4,-3,-1.9
CCOC(=O)C1CC2=C(CCCC2=O)N(Cc2ccccc2)C1=O (stereo not drawn),-6,-0.2,5,-0.8,7,2,2.3,0,·
CCSC1=N/C(=C\c2ccc(C(=O)O)cc2)C(=O)S1,18,1.1,8,-4.0,-2,20,-0.3,-5,1.1
CCOC(=O)/C(=N\Nc1cc(Cl)ccc1Cl)N1CCOCC1,-5,-0.2,11,-2.6,1,3,·,4,-0.4
COc1ccc(/C=N/n2c(SC)nnc2-c2ccccc2)c(OC)c1OC,4,0.8,7,-5.4,-3,1,6.0,-4,·
CCc1cccc(CC)c1N(COC)C(=O)Cn1c(CO)nc2ccccc21,-2,2.7,3,-3.2,8,0,·,-3,2.0
COc1ccc(NC(=O)N2CC(C)OC(C)C2)cc1OC (stereo not drawn),-4,-2.1,5,-3.7,1,3,-0.1,0,0.9
Cc1nc(SCC(=O)N(CC(C)C)C2CCS(=O)(=O)C2)c2ccccc2n1 (stereo not drawn),-8,0.3,1,-1.1,-5,2,0.8,1,7.7

# Molecules shown so far with a nitro group on carbon, in the order listed:
SMILES,BoNT-F LC inh,BoNT-A LC inh2,CCHFV vOTU inh,FadD28 FP inh,PrPC TRFRET,GDH-TPI inh,BioA inh,FBA Mtb inh,Mtb UGM inh
CC(C)NC(=S)N=Nc1c(O)[nH]c2ccc([N+](=O)[O-])cc12,-5,1.0,-1,-1.4,-16,24,·,-9,0.2
COc1cccc(Nc2nnc(SCc3cc([N+](=O)[O-])cc4c3OCOC4)s2)c1,7,0.4,0,-1.1,0,24,·,-2,2.8
CCOc1cc(-c2nc(-c3ccccc3)c(-c3cc([N+](=O)[O-])ccc3C)[nH]2)ccc1O,-3,-0.3,6,4.2,2,16,1.4,-1,-2.2
